RBX1-CUL1 inh = human ROC1-CUL1 E3 ligase inhibition; AID 1347404; P62877+Q13616; inhibition, % at 10 µM; hit rate 0.6% among 140,000; in vitro K48 di-Ub FRET, acceptor:donor ratio, 45 min; in the data active = inhibition above about 25%
Target sequence (P62877 whole entry, looked up): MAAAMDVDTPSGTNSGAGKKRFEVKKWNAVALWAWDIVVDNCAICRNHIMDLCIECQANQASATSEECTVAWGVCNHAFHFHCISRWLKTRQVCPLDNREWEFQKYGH
Target sequence (Q13616 whole entry, looked up): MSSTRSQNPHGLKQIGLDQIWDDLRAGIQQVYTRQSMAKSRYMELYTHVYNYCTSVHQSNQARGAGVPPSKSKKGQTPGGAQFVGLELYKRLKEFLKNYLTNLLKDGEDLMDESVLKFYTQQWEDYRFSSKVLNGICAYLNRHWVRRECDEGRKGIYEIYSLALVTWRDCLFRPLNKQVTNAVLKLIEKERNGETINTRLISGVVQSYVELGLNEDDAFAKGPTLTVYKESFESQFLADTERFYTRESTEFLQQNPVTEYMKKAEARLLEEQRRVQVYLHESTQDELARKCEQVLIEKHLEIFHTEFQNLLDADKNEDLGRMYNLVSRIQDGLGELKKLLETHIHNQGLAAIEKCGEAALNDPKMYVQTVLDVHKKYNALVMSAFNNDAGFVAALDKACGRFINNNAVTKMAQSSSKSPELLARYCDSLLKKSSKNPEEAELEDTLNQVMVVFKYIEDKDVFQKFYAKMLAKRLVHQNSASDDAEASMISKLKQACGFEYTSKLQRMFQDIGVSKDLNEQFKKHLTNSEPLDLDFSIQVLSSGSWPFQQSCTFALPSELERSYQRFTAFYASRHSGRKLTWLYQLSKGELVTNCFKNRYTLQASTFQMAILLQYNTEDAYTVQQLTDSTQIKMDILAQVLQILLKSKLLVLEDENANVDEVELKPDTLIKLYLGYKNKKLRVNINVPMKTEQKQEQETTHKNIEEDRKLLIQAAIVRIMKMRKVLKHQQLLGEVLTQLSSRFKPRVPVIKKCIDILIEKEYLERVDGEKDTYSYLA
An asterisk follows results filed as active. This is a subset; the hit share may differ from the screen's.

Start of the listing, in advance, 2 compounds:
RBX1-CUL1 inh | SMILES
1 | CCOC1c2cc3cc(OC)ccc3nc2Sc2nccn21 (stereo unspecified)
3 | CCOC(=O)C1C(C)=NC2=C(C(=O)CC(C)(C)C2)C1Cc1ccccc1 (stereo unspecified)

The whole of this part, repeating the preview:
RBX1-CUL1 inh | SMILES
1 | CCOC1c2cc3cc(OC)ccc3nc2Sc2nccn21 (stereo unspecified)
3 | CCOC(=O)C1C(C)=NC2=C(C(=O)CC(C)(C)C2)C1Cc1ccccc1 (stereo unspecified)
-1 | Cc1ccccc1NC(=O)CCn1nc(-c2ccc(Cl)cc2)c2ccccc2c1=O
-7 | CCCN(C(=O)C(=O)Nc1ccc2nc3n(c(=O)c2c1)CCCCC3)c1ccc(OCC)cc1
1 | NC(=O)N/N=C/c1cccc(OCc2ccc(Cl)cc2)c1
-6 | COc1cc(/C=C2\SC(=Nc3ccccc3)N(c3ccccc3)C2=O)c(Br)c(Br)c1O
-4 | Cc1cccc(NS(=O)(=O)c2cnc(Cl)c(Br)c2)n1
-5 | O=C(N/N=C/c1ccccc1O)c1ncc(-c2ccccc2)o1
-1 | COc1ccc(OC)c(-c2csc(N3CCC(C(N)=O)CC3)n2)c1
0 | Cc1ccc(CN(Cc2cccn2-c2nnc(N3CCCC3=O)s2)C(=O)Nc2ccccc2C(F)(F)F)cc1
0 | CCC(C)C(=O)Nc1nc2ccccc2s1 (stereo unspecified)
-3 | Cc1ccc(NC(=O)C2=NN=CC2)c(C)c1
-5 | CCOC(=O)c1cccc(NC(=O)c2ccc3c(c2)nnn3C2CCCC2)c1
1 | CC(=O)Oc1c(C)cc(/C=C2\N=C(c3ccc([N+](=O)[O-])cc3)OC2=O)cc1C
-6 | O=C(Nc1cccc(C(F)(F)F)c1)c1cc2ccccc2c(=O)s1
5 | CCOC(=O)N1CCc2c(sc3c2c(=O)n(Cc2ccccc2)c(=O)n3CC(=O)Nc2ccccc2F)C1
-1 | Fc1ccc(CNCc2cccc(Cl)c2Cl)cc1
0 | S=C(NC1CCCCCC1)NC1CCCC1
5 | O=C(NCc1ccco1)c1ccc2c(c1)N(Cc1ccc(Cl)cc1)C(=O)c1ccccc1S2(=O)=O
12 | O=C1C2CC(c3ccccc3)=C3C4C=CC(C5C(=O)N(c6ccc(Cl)c(Cl)c6)C(=O)C45)C3C2C(=O)N1c1ccc(Cl)c(Cl)c1 (stereo unspecified)
4 | CC#CC(Cc1ccccc1)OC(=O)Nc1ccccc1 (stereo unspecified)
4 | CC(C)c1nc(Cn2ncc(N(C)CCc3ccccc3)cc2=O)no1
1 | CCOC(=O)c1c(NC(=O)/C=C/c2ccc(Cl)cc2)sc(C(N)=O)c1C
-1 | Cc1ccc2c(c1)c1c(n2C)C(C)(C#N)CCC1 (stereo unspecified)
2 | O=C(NCCC1COc2ccccc2O1)Nc1ncn[nH]1 (stereo unspecified)
5 | CCCc1ccc(NC(=O)C2CCCN(c3cnccn3)C2)cc1 (stereo unspecified)
-2 | CC(C)(C)OC(=O)NC(Cc1ccc(O)cc1)C(=O)O (stereo unspecified)
6 | O=C(CN1CCN(C(c2ccccc2)c2ccccc2)CC1)Nc1c2c(nc3ccccc13)CCC2
9 | CCCCC(=O)NC(Nc1sc2c(c1C#N)CCCC2)(C(=O)OCC)C(F)(F)F (stereo unspecified)
0 | CCC1CCc2c(c3ccccc3[nH]c2=O)O1 (stereo unspecified)
8 | CCC(O)CC(C(=O)NNc1ccccc1)C(=O)NNc1ccccc1 (stereo unspecified)
9 | COc1ccc(CCC2CCCN(C(=O)c3cc(C)on3)C2)cc1 (stereo unspecified)
4 | C(=C\c1ccccc1)/CN1CCN(Cc2nc(-c3cccs3)no2)CC1
13 | CCOc1ccc(-n2nnc(C(=O)N(C)c3ccccc3)c2C)cc1
2 | CC(C)OC(=O)c1c(NC(=O)c2cccc(C(F)(F)F)c2)sc2c1CCCC2
1 | O=C(CC1(c2cccc(F)c2)CC(=O)N(C2CCCC2)C1=O)N1CCCC(OCc2ccccc2)C1 (stereo unspecified)
6 | Cc1nn(-c2ccccc2)c(C)c1/C=N/NC(N)=S
1 | CN1C(=O)C(O)(CC(=O)c2ccccn2)c2ccccc21 (stereo unspecified)
1 | CCOc1ccc(N(CC(=O)Nc2ccc(OC)cc2)S(=O)(=O)c2ccc(Cl)cc2)cc1
3 | COc1ccc(-c2nn(CN3CCN(C(c4ccccc4)c4ccccc4)CC3)c(=S)n2C)cc1
10 | CC(C)(C)c1ccc(C(=O)Nc2ccccc2Cl)cc1
2 | COc1ccc(-n2nnnc2C2(Nc3ccc(Br)cc3)CCCCC2)cc1
1 | O=C(CSc1ccc2nnc(-c3cccnc3)n2n1)NCCCn1ncc2ccccc21
-1 | Cc1noc(C)c1CC(=O)NCc1cccnc1-n1cnc2ccccc21
-2 | CN(Cc1ccc2nsnc2c1)C(=O)c1cn(Cc2ccc(F)cc2Cl)nn1
-11 | Cc1ccc(NC(=O)c2cnn3c2N=C(c2ccccc2)CC3c2ccccc2)cc1 (stereo unspecified)
0 | c1ccc(C2CCCN2Cc2nc(CC3CC3)no2)nc1 (stereo unspecified)
-3 | CC(=O)c1cccc(NC(=S)NCc2ccccc2)c1
2 | Cc1cc(C=C2C(=O)NC(=S)NC2=O)c(C)n1-c1ccc(N2CCOCC2)c(Br)c1
2 | Cc1ccc(-n2nc3c(Cl)nnc(C)c3c2C)cc1
0 | CCOC(=O)c1nn(-c2cccc(Cl)c2)cc1C(=O)c1nc2ccccc2s1
6 | O=C1N=C(Cc2ccc(-c3ccccc3)o2)C(=O)N1Cc1ccc(Cl)cc1
4 | CC(=O)NN(c1ccccc1)C1CC(C)N(c2ccccc2)N1C(C)=O (stereo unspecified)
10 | Cc1onc(-c2ccccc2)c1C(=O)Nc1nnc(C(C)C)s1
-3 | CCCCCn1c(SCC(O)CCl)nc2c1c(=O)[nH]c(=O)n2C (stereo unspecified)
3 | CS(=O)(=O)N1CCc2cc(S(=O)(=O)N3CCCC3)ccc21
1 | COCC1CCCN(Cc2c(C(=O)N3CCCCCCC3)nc3sccn23)C1 (stereo unspecified)
-3 | Cc1c(C(=O)OC2CCCCCC2)[nH]c2c1C(=O)CC(c1ccccc1)C2 (stereo unspecified)
-5 | CCCc1nc(C)cc(N2CCC(C)CC2)n1
-8 | COc1ccccc1C(=O)NC1(C(F)(F)F)C(=O)N=C2C1C(=O)NC(=O)N2CCc1ccccc1 (stereo unspecified)

Continuation:
RBX1-CUL1 inh | SMILES
4 | O=C1Cc2cc(S(=O)(=O)N3CCN(c4cccc(Cl)c4)CC3)ccc2N1
1 | Cc1ccccc1C(=O)NC(=S)Nc1ccc(CN2CCOCC2)cc1
1 | Cc1cc(/C=C2\SC(=O)N(Cc3ccc(F)cc3)C2=O)c(C)n1-c1cccnc1
3 | O=C(NCCN1CCCC1)c1ccc(OC2CCN(C(=O)C3CC3)CC2)cc1
-2 | CC1CCC(C(C)C)c2[nH]nc(-c3ccc(Cl)cc3)c21 (stereo unspecified)
1 | COc1cccc(OCc2nc(C(=O)N3CCCC3)co2)c1
0 | COC(=O)c1ccc(CNCCC2CCC(=O)N2Cc2ccc(C)cc2)cc1 (stereo unspecified)
9 | COc1ccc(NC(=O)c2cccn2-c2nnc(N3CCCCC3)s2)cc1Cl
4 | COc1ccc(CN2CCOc3c(cc(-c4cccs4)cc3OC)C2)c(F)c1
-5 | CCOC(=O)c1nn(-c2ccccc2)c(=O)c2c(N)scc12
7 | COc1ccc(C2c3c(n(C)c4ccccc34)C(=O)N2CC(=O)Nc2cccc(Cl)c2)cc1 (stereo unspecified)
-9 | CN(C)CCNC(=O)C(=O)NCC(c1ccc2c(c1)OCO2)N1CCOCC1 (stereo unspecified)
-5 | CC(C)Cn1c(CN2CCSCC2)cnc1S(=O)(=O)CC1CCCO1 (stereo unspecified)
-2 | Cc1ccc2c(C(=O)N(C)C)cc(-c3cn[nH]c3)nc2c1
-4 | CCCCOc1ccc(-c2nnc(-c3ccc(Cl)cc3)n2-c2ccc(C)cc2)cc1
-2 | COc1ccc(N2CCN(c3oc(/C=C/c4cc(OC)c(OC)c(OC)c4)nc3C#N)CC2)cc1
-2 | O=C(Nc1ccccc1C(=O)O)c1cc2ccccc2o1
6 | CC(C(=O)Nc1ccccc1Sc1ccccc1)N(c1ccccc1)S(C)(=O)=O (stereo unspecified)
6 | CCOc1ccccc1C(=O)N1c2ccc(F)cc2-c2c(ssc2=S)C1(C)C
-5 | O=C(NCCC1=CCCCC1)c1coc(CN2CCN(c3ncccn3)CC2)n1
-6 | O=S(=O)(Nc1ccc(-c2ccc(N3CCCCC3)nn2)cc1)c1ccc(OC(F)(F)F)cc1
-7 | Cc1c(C2=CCN(S(=O)(=O)c3ccc(CC(C)C)cc3)CC2)c2ccccc2n1CC(=O)N1CCCC1
-1 | COc1cc(NC(=O)Cn2c(=O)n(Cc3ccco3)c(=O)c3oc4ccccc4c32)cc(OC)c1
6 | COc1cccc(NC(=O)Cn2c(-c3nonc3N)nc3ccccc32)c1
6 | COC(=O)c1sc(NC(=O)CSc2nc3ccccc3c(=O)n2-c2ccccc2)c(C(=O)OC)c1C
0 | CC(C)c1nn2c(=O)c(NC(=O)c3ccccc3Cl)cnc2s1
0 | Cc1nn(CC(=O)N2CCN(c3cccc(C(F)(F)F)c3)CC2)c(=O)c2cccn12
-7 | CCCc1[nH]c(Br)nc1-c1ccccc1
9 | Fc1ccc(Nc2nc3ccccc3n3cnnc23)c(F)c1
-8 | Cc1ccc(NC(=O)C(C)Sc2ncc(-c3ccc(Cl)cc3)[nH]2)cc1 (stereo unspecified)

3 entries already listed, sorted by heavy-atom count, ascending:
RBX1-CUL1 inh | SMILES
-5 | O=C(NCCC1=CCCCC1)c1coc(CN2CCN(c3ncccn3)CC2)n1
0 | Cc1nn(CC(=O)N2CCN(c3cccc(C(F)(F)F)c3)CC2)c(=O)c2cccn12
-6 | O=S(=O)(Nc1ccc(-c2ccc(N3CCCCC3)nn2)cc1)c1ccc(OC(F)(F)F)cc1

Further structures follow.
RBX1-CUL1 inh | SMILES
3 | CC(=O)N1N=C(c2ccc(N(C)C)cc2)CC1c1ccccc1 (stereo unspecified)
-3 | NC(=O)c1coc(-c2ccccc2)n1
5 | C=CCSc1nc(SCC=C)c2cnn(-c3ccccc3)c2n1
3 | Cc1cc(=O)oc2c(CN3CCN(C)CC3)c(O)ccc12
0 | O=C(Cn1cc(S(=O)(=O)Cc2ccccc2F)c2ccccc21)NCc1ccccc1Cl
1 | O=C(Cc1ccc(N2CCC(NCCC3COc4ccccc4O3)CC2)cc1)NCc1ccccc1 (stereo unspecified)
4 | Cc1ccc(CN(Cc2cccn2-c2nnc(N3CCCC3=O)s2)C(=O)Nc2ccc(F)cc2)cc1
5 | O=C(NCCc1ccc2c(c1)OCO2)c1ccccc1CCSc1ccccc1
-8 | CCN(Cc1ccccc1)C(=O)Cn1ncc2c(=O)oc3ccc(C)cc3c21
-9 | CCCCOC(=O)Nc1ccc(C(C)C)cc1
1 | CCn1cc(Cl)c(C(=O)N(C)C23CC4CC(CC(C4)C2)C3)n1
-3 | Cc1cc(Cl)ccc1NS(=O)(=O)c1ccccc1[N+](=O)[O-]
3 | CC(C)CCN1CCNC(=O)C1CC(=O)N1CCCCCCC1 (stereo unspecified)
-2 | CCOC(=O)c1cnc2c(N=Nc3ccccc3)c(N)nn2c1N
-2 | CCOC(=O)c1c(C)n(C)c(-c2ccccc2)nc1=S
7 | O=C(NCCCN1CCN(c2ccc(F)cc2)CC1)c1cnn(-c2ccc(F)cc2)c1-n1cccc1
8 | Cc1ccc(OCC(=O)N(C)C2(C)CCS(=O)(=O)C2)cc1 (stereo unspecified)
13 | COc1ccc(N2CCN(C(=O)c3cc(S(=O)(=O)N4CCC(C)CC4)cn3C)CC2)cc1
-12 | Cc1nc(S(=O)(=O)N2CCN(c3ccccc3F)CC2)cn1C
-5 | COC1CCCN(C(=O)c2csc3nc(-c4ccccc4Cl)cn23)C1 (stereo unspecified)
6 | O=C1CCC(CCC(=O)N2CCCC2c2ccc(F)cc2)(Cc2ccccc2)N1 (stereo unspecified)
-2 | COc1ccc2[nH]c(C(=O)O)c(NC(C)=O)c2c1
7 | CCN(C(=O)c1ccc2c(=O)n3c(nc2c1)CCCCC3)c1cc(C)ccc1C
1 | CCN1C(=O)C(C(=O)NNC(=O)c2ccccc2Br)C(=O)c2ccccc21 (stereo unspecified)
7 | CCOC(=O)c1ccc(NC(=O)CN2C(=O)S/C(=C/C(C)=C/c3ccccc3)C2=O)cc1
-2 | COc1cccc(C(=O)Nc2ncc(-c3ccc(C)cc3C)s2)c1
5 | N/N=C1\CCCc2c1[nH]c1ccc(Br)cc21
-11 | Cc1ccc(CSc2ccc(-c3cccs3)nn2)cc1
10 | O=C(CSc1nc(-c2ccc(F)cc2)cc(C(F)(F)F)n1)NCC1CCCO1 (stereo unspecified)
-6 | COc1ccc(C(=O)CSC2=NC(C)=C(C(=O)Nc3ccccc3)C(c3ccco3)C2C#N)cc1 (stereo unspecified)
-20 | COc1ccc(S(=O)(=O)n2ccnc2)cc1C(C)(C)C
-9 | CCN(CC)c1cc(C)c2cc(NC(=O)c3cccc(OC)c3OC)ccc2n1
-6 | CNC(=O)/C(=N/Nc1ccc(OC)cc1)C(N)=S
-4 | CCCc1cc(=O)[nH]c(N2CCN(C(c3ccccc3)c3ccccc3)CC2)n1
2 | CCOC(=O)c1cc(Cl)c(OC)cn1
12 | COC(=O)[C@@H]1CCCN1Cc1cnc(S(C)(=O)=O)n1CC(C)C

6 compounds picked at random from the list so far, as already listed:
RBX1-CUL1 inh | SMILES
-2 | COc1ccc2[nH]c(C(=O)O)c(NC(C)=O)c2c1
1 | CC(=O)Oc1c(C)cc(/C=C2\N=C(c3ccc([N+](=O)[O-])cc3)OC2=O)cc1C
-1 | Cc1ccccc1NC(=O)CCn1nc(-c2ccc(Cl)cc2)c2ccccc2c1=O
5 | C=CCSc1nc(SCC=C)c2cnn(-c3ccccc3)c2n1
1 | O=C(Cc1ccc(N2CCC(NCCC3COc4ccccc4O3)CC2)cc1)NCc1ccccc1 (stereo unspecified)
-1 | Fc1ccc(CNCc2cccc(Cl)c2Cl)cc1

Single entries from above.
RBX1-CUL1 inh with CCOC(=O)c1cc(Cl)c(OC)cn1 = 2
RBX1-CUL1 inh with CCN(CC)c1cc(C)c2cc(NC(=O)c3cccc(OC)c3OC)ccc2n1 = -9

Assay outcomes (PubChem BioAssay)
